# Source: PubChem
# MMP13 inh: human MMP13 inhibitors, primary screen, biochemical, FRET peptide cleavage; Collagenase 3 (Homo sapiens), P45452; MMP-13 fTHP FRET cleavage, Mca fluorescence; inhibition, % at 4 µM; 65,000 compounds, 0.07% hits; AID 570, 2006;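 active = inhibition above the mean of compound-free control plate wells plus 3 SD, cut at about 14% in these data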;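 note: 0% = DMSO wells and 100% = wells with reference MMP-13 inhibitor after basal subtraction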
# Jurkat tox 60K: cytotoxicity toward Jurkat T cells, primary screen, cytotoxicity control, cell-based, Jurkat E6.1, 60K MLSMR library; inhibition, % at 4 µM; Jurkat E6.1 viability, ATP luminescence, 48 h; 56,000 compounds, 1.2% hits;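 active = inhibition above the mean inhibition of all tested compounds plus 3 SD, cut at about 28% in these data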
# MKP-1 inh: MKP-1 phosphatase inhibitors, primary screen, biochemical, in vitro; inhibition, %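 (compounds tested at a single concentration somewhere between 10 and 100 µM)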; 65,000 compounds, 0.15% hits; Dual specificity protein phosphatase 1 (Homo sapiens), P28562; recombinant MKP-1, OMFP hydrolysis fluorescence; AID 374, 2006;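 active = inhibition above about 50%, limit read from the data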;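 note: 0% = DMSO max control wells and 100% = wells with enzyme stopped by NaOH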
# JNK3 blocker: JNK3 kinase activity inhibitors, primary screen, biochemical, human, purified enzyme | HTS | inhibition, % at 8 µM | 60,000 compounds, 0.61% hits | AID 746, 2007; in the data active = inhibition above about 17%;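 note: 0% = DMSO and 100% = reference inhibitor; many of its hits are not listed in these tables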
# Target sequence (P53779 whole entry, looked up): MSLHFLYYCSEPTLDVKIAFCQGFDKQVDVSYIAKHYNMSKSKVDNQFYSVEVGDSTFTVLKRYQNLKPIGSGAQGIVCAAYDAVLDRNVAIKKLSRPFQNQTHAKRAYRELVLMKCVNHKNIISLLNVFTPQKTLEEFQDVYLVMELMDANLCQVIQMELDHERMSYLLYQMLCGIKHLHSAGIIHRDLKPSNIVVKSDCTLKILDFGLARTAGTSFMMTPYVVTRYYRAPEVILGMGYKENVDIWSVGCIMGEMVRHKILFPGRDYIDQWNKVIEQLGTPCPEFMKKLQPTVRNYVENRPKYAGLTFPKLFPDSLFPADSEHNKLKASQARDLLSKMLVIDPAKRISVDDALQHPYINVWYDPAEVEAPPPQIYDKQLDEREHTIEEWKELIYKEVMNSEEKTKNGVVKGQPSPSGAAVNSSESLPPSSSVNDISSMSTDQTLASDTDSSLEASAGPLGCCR
# TNAP act mid DEA: human TNAP enzyme activators, primary screen, biochemical, luminescent, intermediate phosphate acceptor level | Alkaline phosphatase, tissue-nonspecific isozyme (Homo sapiens), P05186 | 64,000 tested, under 10 active | AID 813, 2007 | activation factor at 20 µM | purified TNAP, CDP-star luminescence, 100 mM DEA, 30 min; stronger effect = higher value; scale: 0 levamisole-inhibited, 1 vehicle-only enzyme;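 active = activation factor of at least 2 at 20 µM, relative to controls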
# ROCK2 inh: inhibitors of human ROCK2 kinase, primary screen, biochemical, high-throughput, luminescence. purified ROCK2, Kinase-Glo ATP depletion luminescence. 60,000 compounds, 0.35% hits. inhibition, % at 6 µM. AID 604, 2007;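 active = inhibition above the screen-wide mean inhibition plus 3 SD, cut at about 18% in these data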;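 note: plate controls were DMSO wells for no effect and Y-27632 control wells after no-enzyme background subtraction for full effect; many of its hits are not listed in these tables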
# Cdc25B block: inhibitors of Cdc25B phosphatase catalytic domain, primary screen, biochemical, OMFP fluorescence. M-phase inducer phosphatase 2 (Homo sapiens), P30305. recombinant Cdc25B, OMFP fluorescence Ex485/Em525. inhibition, %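 (compounds tested at 10 µM final in the well)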. 65,000 compounds, 0.1% hits; in the data active = inhibition above about 50%
# Target sequence (P30305 whole entry, looked up, the tested form may be a part): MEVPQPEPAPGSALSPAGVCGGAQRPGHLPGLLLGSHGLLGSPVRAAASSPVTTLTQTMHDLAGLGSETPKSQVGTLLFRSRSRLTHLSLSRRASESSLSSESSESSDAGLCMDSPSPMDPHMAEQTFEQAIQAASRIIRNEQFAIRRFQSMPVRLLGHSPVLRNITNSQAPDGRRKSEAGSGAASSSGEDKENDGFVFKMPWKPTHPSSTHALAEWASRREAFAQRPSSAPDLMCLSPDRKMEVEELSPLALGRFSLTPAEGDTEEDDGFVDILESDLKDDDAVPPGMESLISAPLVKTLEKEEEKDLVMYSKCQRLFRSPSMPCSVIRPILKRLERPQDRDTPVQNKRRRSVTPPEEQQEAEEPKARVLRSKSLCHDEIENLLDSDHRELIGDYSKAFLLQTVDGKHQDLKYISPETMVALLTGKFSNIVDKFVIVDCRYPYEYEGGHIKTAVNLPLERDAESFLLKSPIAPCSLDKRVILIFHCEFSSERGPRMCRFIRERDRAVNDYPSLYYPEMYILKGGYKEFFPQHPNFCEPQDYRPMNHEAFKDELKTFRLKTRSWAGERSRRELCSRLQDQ
# HEK293 NFkB inh: inhibitors of PMA/ionomycin-induced NF-kB reporter, primary screen, antigen receptor NF-kB inhibitor project, cell-based, HEK-293 luciferase reporter, luminescence; HEK-293 NF-kB luciferase reporter; inhibition, % at 3 µM; 62,000 compounds, 0.21% hits;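 active = inhibition above the mean of all tested compounds plus 3 SD, cut at about 40% in these data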;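 note: 0% = stimulated DMSO wells and 100% = 10 µM reference inhibitor 5653914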
#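 Material: HEK-293 cells with stable firefly luciferase reporter driven by four HIV NF-kB elements / Also added: PMA plus ionomycin mix as NF-kB-activating stimulus / Compound dosing: 3 µM once, 0.30% DMSO / Times: 1 h pretreatment, 16 h stimulation, 37 °C / Signal: luminescence / Evaluation: per-plate % inhibition versus controls / Benchmarks: DMSO and 10 µM reference inhibitor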
# PKA inh: inhibitors of human PKA kinase activity, primary screen, biochemical, ATP-depletion luminescence, Kemptide substrate; cAMP-dependent protein kinase catalytic subunit alpha (Homo sapiens), P17612; PKA Kemptide phosphorylation, Kinase-Glo ATP luminescence; inhibition, % at 6 µM; 65,000 compounds, 0.1% hits;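 active = inhibition above the screen-wide mean inhibition plus 3 SD, cut at about 21% in these data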; note: many of its hits are not listed in these tables
# Numbers without * were called inactive; . = not tested or not shown; [ ] = dose if it differs, or a comment.
# Fields – MMP13 inh	Jurkat tox 60K	MKP-1 inh	JNK3 blocker	TNAP act mid DEA	ROCK2 inh	Cdc25B block	HEK293 NFkB inh	PKA inh
Cc1nn(-c2nnc(C)c(=O)[nH]2)c(C)c1SCC(=O)Nc1ccc(C(C)C)cc1
→ 2	2	5	6	0.9	-2	3	3	-6
CCCOc1ccc(C2C(C(=O)c3ccc(C)o3)=C(O)C(=O)N2CCN2CCOCC2)cc1OC (configuration not stated)
→ -4	-8	-6	1	0.9	2	3	4	-2
O=C(OCCN1CCOCC1)C(c1ccccc1)c1ccccc1
→ -2	10	-5	-5	1.1	-5	8	23	-4
Cc1cc(N2CCOCC2)cc(C)[n+]1[O-]
→ 3	.	11	.	0.9	.	-6	7	9
CCCCn1c2c(c(=O)n(C)c1=O)C(c1ccc(OC)cc1)N1CCCCCC1=N2 (configuration not stated)
→ -3	-3	14	-6	.	2	-20	17	7
CCN(CCCNC(=O)c1ccc(N2CCCC2=O)cc1)c1cccc(C)c1
→ 0	6	26	-2	0.9	4	8	1	9
c1ccc(Cc2nn3c(-c4ccncc4)nnc3s2)cc1
→ -1	-5	10	6	0.9	2	-5	10	6
CC(=O)N1CCc2cc(Br)cc(S(=O)(=O)NCCCN3CCCC(C)C3)c21 (configuration not stated)
→ -5	-4	-15	3	0.8	5	-6	11	8
CC(C)Nc1nc(-c2ccccc2)nc(-n2ccnc2)n1
→ 0	0	0	1	0.9	2	-1	-2	-2
O=C(c1ccc(S(=O)(=O)N2CCOCC2)cc1)N(Cc1ccco1)Cc1cccs1
→ -3	12	17	1	0.9	5	-15	11	9
O=S(=O)(Cc1ccccc1)N1CCc2ccccc21
→ 3	-1	9	1	0.9	1	-9	9	0
CN(C1CCCCC1)S(=O)(=O)c1ccc(S(=O)(=O)N2CCN(CCC#N)CC2)cc1
→ -12	-4	-10	-2	0.8	2	-6	1	4
CCC(=O)OC1(C#CCOc2ccc(OC)cc2)CCN(C)CC1
→ -3	-2	11	3	1	2	3	21	10
Cc1ccc(NC(=O)CC(=O)NCCN2CCOCC2)cc1
→ 2	3	4	1	1	1	-14	1	6
COCCNC(=O)CCn1nc(-c2ccc(Cl)cc2)ccc1=O
→ -2	-10	4	6	1	2	-1	5	3
O=c1c2[nH]c3ccccc3c2ncn1C1CCCCC1
→ -3	5	-8	0	0.9	-5	2	-7	0
CC(=O)C1=C(O)C(=O)N(Cc2ccccc2)C1c1cccs1 (configuration not stated)
→ 6	.	-12	.	1	.	2	0	4
Cc1cccc(C)c1NC(=O)N1CCC(N2CCCCC2)CC1
→ 0	2	-6	-1	1	7	-14	12	7
Cc1ccc(OC(=O)CCC(=O)OCCCC(F)(F)C(F)(F)F)cc1
→ 1	4	-5	6	0.9	2	0	11	-1
O=C1[C@@H]2[C@H](C(=O)N1O)[C@H]1C=C[C@@H]2C1
→ 1	.	-12	-2	0.9	4	-4	.	5
CCOc1ccc(OCC)c(NC(=O)CSc2nc3c(c(=O)n(C)c(=O)n3C)n2CC)c1
→ 8	-2	11	1	0.9	2	2	3	4
COc1ccc(CCNC(=O)CCS(=O)(=O)c2cccc3nsnc23)cc1OC
→ -1	.	13	.	1	.	-7	17	6
COc1ccc(N2CCN(c3nc4c(c(=O)[nH]c(=O)n4C)n3Cc3cccc(C)c3)CC2)cc1
→ 4	-1	24	-2	1	-2	0	4	-3
Cc1ccc2c(c1)N(CCC(=O)NCC1CCCO1)C(=O)CO2 (configuration not stated)
→ -1	-4	3	0	1	4	1	16	2
COc1cccc(NC(C)C(=O)N2CC(C)OC(C)C2)c1 (configuration not stated)
→ -5	-8	18	-4	.	5	-11	22	9
O=C(NCc1ccccc1)c1ccc(/C=N/O)nc1
→ -7	-5	-5	-2	1	6	-13	17	8
CCOC(=O)c1c(NC(=O)c2noc3c2CCCC3)sc2c1CCCC2
→ 4	-1	6	4	0.8	6	-5	-2	12
CCc1ccc2nc3c(c(C(=O)O)c2c1)CCC3
→ 4	0	-11	-11	0.9	-1	10	10	2
Cc1nc2ccccc2n1S(=O)(=O)c1ccc(S(=O)(=O)N2CCCCCC2)cc1
→ -2	-9	1	-4	0.9	1	-10	6	3
COc1ccc(C(=O)CSc2cc(C)nc3nc(C)nn23)cc1OC
→ 0	3	15	-2	1	6	-6	17	7

# Structural class, the entries above containing a furan ring, fused or not.
# Fields – MMP13 inh	Jurkat tox 60K	MKP-1 inh	JNK3 blocker	TNAP act mid DEA	ROCK2 inh	Cdc25B block	HEK293 NFkB inh	PKA inh
CCCOc1ccc(C2C(C(=O)c3ccc(C)o3)=C(O)C(=O)N2CCN2CCOCC2)cc1OC (configuration not stated)
→ -4	-8	-6	1	0.9	2	3	4	-2
O=C(c1ccc(S(=O)(=O)N2CCOCC2)cc1)N(Cc1ccco1)Cc1cccs1
→ -3	12	17	1	0.9	5	-15	11	9

# Next records.
# Fields – MMP13 inh	Jurkat tox 60K	MKP-1 inh	JNK3 blocker	TNAP act mid DEA	ROCK2 inh	Cdc25B block	HEK293 NFkB inh	PKA inh
COC(=O)c1ccc(CSc2ncnc3c2sc2nc(N4CCOCC4)c4c(c23)CCCC4)o1
→ -21	.	-11	5	0.9	2	-33	.	3
COCCCN(C(=O)c1cccnc1SC)c1c(N)n(Cc2ccccc2)c(=O)[nH]c1=O
→ -10	6	-1	-4	1	2	-2	2	0
CCCCN(CC)CCNC(=O)C1c2cc(OC)c(OC)cc2C(=O)N2CCc3ccccc3C12 (configuration not stated)
→ 7	-1	1	-4	1.2	1	11	3	2
Cc1cccc(N(CC(N)=O)C2SC(=O)N(c3ccccc3)C2=O)c1 (configuration not stated)
→ -6	-6	-3	-5	0.9	2	-1	18	5
Oc1ccccc1Nc1ncnc2c1oc1ccccc12
→ -3	7	4	4	0.9	3	18	21	6
CCn1nc(NC(=O)c2ccncc2)c2cc3ccccc3nc21
→ -2	-5	-13	-9	0.9	5	4	0	4
O=C(NCC1CCCO1)C1CCN(c2ccc(S(=O)(=O)N3CCCC3)cc2)CC1 (configuration not stated)
→ -6	-3	5	0	0.8	5	-17	12	5
CN(C)c1cccc(N=C2C=C(N3CCOCC3)CC(C)(C)C2)c1
→ 2	8	-5	-12	0.9	0	10	12	7
CCN(CC)c1ccc(-c2nn3c(-c4cccnc4)nnc3s2)cc1
→ -117[fluorescence artefact?]	.	10	3	0.9	0	-1	.	-6
CC1(C)CC(=O)c2c(-c3cccs3)n[nH]c2C1
→ -18	.	-4	.	0.4	.	1	7	6
COC(=O)c1ccccc1N1C(=O)[C@@H]2C(c3ccc(Br)cc3)=NO[C@@H]2C1=O
→ -3	.	-24	7	1	-7	24	.	6
CCSc1nnc(NC(=O)C(C)C)s1
→ -4	2	5	-1	0.9	2	-1	2	-1
Cc1ccc(N2CCN(CCc3nc4cc(NS(C)(=O)=O)ccc4n3C)CC2)cc1
→ -3	-5	15	-3	0.9	4	2	7	0
Cn1c(=O)c2c(nc(N3CCCCC3)n2CCCNC2=NCCCC2)n(C)c1=O
→ -24	2	-5	-1	1	4	-17	4	10
CCCCC1(C(=O)OCC)CC(CN2CCOCC2)OC1=O (configuration not stated)
→ 4	.	-30	-5	0.9	6	9	.	10
COC(=O)c1cc(NC(=O)CC2NCCNC2=O)cc(C(=O)OC)c1 (configuration not stated)
→ 3	0	8	-9	1	2	-7	11	-4
COc1ccc(CSc2nc(C)cc(=O)[nH]2)cc1Br
→ -4	-1	8	4	0.9	5	-2	11	7
c1n[nH]c(NC2=NCCC2)n1
→ 4	3	-7	3	1.1	10	0	14	5
NC(=O)C1CCN(C(c2ccccc2Cl)c2nnnn2CC2CCCO2)CC1 (configuration not stated)
→ 2	2	8	-9	0.9	-8	-18	4	-14
COc1ccc(CNC(=O)NCc2ccc(OC)c(OC)c2)cc1OC
→ -5	5	-10	8	0.9	2	2	11	3
CN(c1cccc(NC(=O)COc2ccccc2)c1)S(C)(=O)=O
→ 2	-5	-2	-3	0.8	10	-13	-7	9
CC(C)CN(C(=O)COC(=O)c1cc2c(s1)CCC2)C1CCS(=O)(=O)C1 (configuration not stated)
→ 8	-5	32	-2	0.9	-2	2	11	-4
COC(=O)CN1C(=O)C2(OCCCO2)c2cc(Br)ccc21
→ 6	-6	14	2	0.9	-2	2	-2	4
NC(=O)c1ccsc1NC(=O)COC(=O)Cc1ccsc1
→ 3	-1	11	16	0.8	2	-10	12	7
c1ccc(Nc2ccccc2Nc2ccccn2)nc1
→ 2	-3	2	43*	0.8	4	-2	11	9
Cc1ccc(NC(=O)CSCC(=O)Nc2ncc3c(n2)CC(c2ccco2)CC3=O)cc1 (configuration not stated)
→ 0	6	11	-5	0.9	-7	-4	10	-3
CCOC(=O)N1CCN(c2ncnc3c2oc2nc(C(C)C)c4c(c23)CCC4)CC1
→ 0	10	6	-3	0.9	7	8	21	11
CCOc1ccc(C2C=C(c3ccc(C)cc3)Nc3nnnn32)cc1 (configuration not stated)
→ -24	-6	-11	3	1	5	0	5	2
O=C(CN1C(=O)C2CC=C(Cl)CC2C1=O)NCc1ccccc1 (configuration not stated)
→ 6	4	5	0	0.9	2	-3	8	12
Cc1cc(Nc2ccccc2)n(C(=O)c2ccc(N)cc2)n1
→ 0	2	0	1	.	5	-8	-7	4
CN1C(=O)C2(C(C#N)=C(N)Oc3c2oc(CO)cc3=O)c2ccccc21 (configuration not stated)
→ 7	-4	2	-5	1	5	-6	8	8
Cc1nc2ccc(NC(=O)N3CCSCC3)cc2nc1C
→ -21	.	19	.	1	.	6	13	-4
O=C(O)c1ccc(Cl)c(NC(=O)C2CCCN2S(=O)(=O)c2cccc3nsnc23)c1 (configuration not stated)
→ 7	2	-2	-6	.	0	4	17	8
O=S(=O)(Nc1ccc2nc(-c3ccco3)[nH]c2c1)c1ccccc1
→ -1	4	-1	-6	1	-3	-9	3	14
Cc1csc(NC(=O)CSc2ncnc3c2cnn3-c2ccccc2Cl)n1
→ 4	6	8	12	1	6	-8	-5	9
CC(C)C(=O)N(Cc1cc2ccccc2[nH]c1=O)C(C)(C)C
→ -3	-2	-8	-6	0.9	2	-3	-1	-1
CCSC1=C(C#N)C(c2ccccc2C)CC(=O)N1 (configuration not stated)
→ 0	.	9	.	1	.	-7	23	5
Cc1cccc(C)c1NC(=O)C(c1cccs1)N(Cc1ccco1)C(=O)Cn1nnc2ccccc21 (configuration not stated)
→ 3	5	34	-6	1	4	12	12	12
O=C(Nc1nc(-c2ccccc2)cs1)C1CCCN(S(=O)(=O)c2ccccc2)C1 (configuration not stated)
→ -11	39*	19	2	0.9	4	-8	11	7
Cn1ccnc1SCC(=O)Nc1ccc2ccccc2c1
→ -1	.	3	.	0.9	.	-2	-20	-6
Cc1cc(OCCCn2ccnc2)cc(C)c1Cl
→ -5	-5	3	3	1	5	-9	11	2
COc1ccccc1N(C(=O)CNS(=O)(=O)c1ccccc1)C(C(=O)NCc1ccco1)C(C)C (configuration not stated)
→ 5	0	-5	-2	1	10	-1	1	5
CC1=C(C(N)=O)C(c2cccnc2)n2nc(SCc3ccccc3Cl)nc2N1 (configuration not stated)
→ 3	.	-13	.	0.9	.	-14	2	5
